Screens deposited in PubChem by several laboratories.
GSK3B inh – human GSK3beta kinase inhibitors, primary screen, biochemical, cell-free homogeneous, HTS | Glycogen synthase kinase-3 beta (Homo sapiens), P49841 | GST-GSK3beta kinase, ADP-Glo luminescence, 60 min; hits give low values | activity score (negative = inhibition), % at 10 µM | 300,000 compounds, 0.038% hits | AID 2097, 2009;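 active = more than half of replicate wells score below -50%, meaning over 50% inhibition versus plate controls; inconclusive = some replicates but at most half score below -50%; inactive = no replicate scores below -50%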;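 also: 0% = median DMSO wells and -100% = median GW8510 positive control wells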
Target sequence (P49841 whole entry, looked up): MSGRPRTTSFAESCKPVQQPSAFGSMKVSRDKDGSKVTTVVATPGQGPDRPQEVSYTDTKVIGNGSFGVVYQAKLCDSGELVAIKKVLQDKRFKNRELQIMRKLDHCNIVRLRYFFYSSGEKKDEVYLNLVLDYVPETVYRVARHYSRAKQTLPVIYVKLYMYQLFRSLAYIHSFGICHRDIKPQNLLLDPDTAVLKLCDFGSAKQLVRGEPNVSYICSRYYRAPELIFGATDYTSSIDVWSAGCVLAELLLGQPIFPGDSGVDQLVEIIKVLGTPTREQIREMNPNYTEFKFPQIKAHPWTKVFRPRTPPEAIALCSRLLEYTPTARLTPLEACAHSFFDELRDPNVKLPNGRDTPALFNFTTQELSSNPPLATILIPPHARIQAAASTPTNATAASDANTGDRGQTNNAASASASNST
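Test system: GST-tagged human GSK3beta kinase, cell-free; evaluation: activity score scaled between in-plate DMSO and GW8510 controls; measured by: ADP-Glo luminescence; incubation: 60 min reaction, RT; benchmarks: DMSO and 20 µM GW8510; reagent: peptide substrate plus 25 µM ATP (final); medium: Tris/MgCl2 kinase buffer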
GSK3 alpha inh – blockers of GSK3A enzyme activity – biochemical, luminescence, cell-free homogeneous, HTS, primary screen. inhibition, % at 10 µM. 320,000 compounds, 0.1% hits. GSK-3 alpha kinase, ADP-Glo luminescence, 60 min. Glycogen synthase kinase-3 alpha (Homo sapiens), P49840;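 in the data active = inhibition above about 50%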;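 also: GST-tagged GSK-3 alpha with peptide substrate and 25 µM ATP; 0% = DMSO neutral wells and 100% = GW8510 positive control wells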
Dyrk1A ADPGlo – rat Dyrk1A kinase inhibitors, primary screen, biochemical, single point, plate reader | AID 504441, 2011 | 310,000 compounds, 0.43% hits | ADP-Glo luminescence, NFATc1 peptide | Dual specificity tyrosine-phosphorylation-regulated kinase 1A (Rattus norvegicus), Q63470 | inhibition, % at 12.5 µM; in the data active = inhibition above about 50%;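 also: plate controls were vehicle with enzyme for no effect and no enzyme for full effect; many of its hits are not listed in these tables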
HSP90 inh – HSP90 inhibitors, primary screen, cell lysate, luminescence | Heat shock protein HSP 90 (rabbit reticulocyte lysate; luciferase refolding) | 290,000 compounds, 0.91% hits | inhibition, % at 5.6 µM | Rabbit reticulocyte lysate, luciferase refolding luminescence, 3 h;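 active = inhibition above the screen-wide mean plus 3 SD, computed separately per campaign, cut at about 16% in these data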;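 also: 0% = DMSO wells and 100% = 60 µM geldanamycin wells; inhibitors lower the luminescence because luciferase stays unfolded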
AI-2 QS mod – Vibrio harveyi AI-2 quorum sensing modulators, primary screen, JMH597 strain, luminescence/OD600 ratio | Vibrio harveyi JMH597 AI-2 luminescence/OD600 ratio, 9 h; hits give low values; strain lacks LuxN and CqsS sensors; 0 = neutral-control median | 300,000 compounds, 0.4% hits | activity change, % at 7.5 µM | AID 2094, 2009; in the data active = activity change below about -75%, passing the limit was not always enough; inconclusive = no clear call, values can overlap the other calls;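 also: luminescence divided by OD600 gain over 9 h not by final OD600 alone; inactives centre near 13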
Platelet DG rel – inhibitors of platelet dense granule secretion, primary screen, cell-based, MLPCN, human platelets | 300,000 compounds, 0.22% hits | inhibition, %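 (compounds screened at 7.5 µM in platelet-rich plasma)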 | human platelet-rich plasma, SFLLRN dense granule ATP release, luminescence;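 active = mean replicate score, as percent of positive control, at or above 50; inconclusive = mean below 50 but at least one replicate at or above 50; inactive = mean and every replicate below 50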
PolyA inhibitor – polyadenylation inhibitors in yeast reporter cells, primary screen, luminescence, S. cerevisiae. S. cerevisiae SKY197-pL101 polyadenylation reporter, beta-gal luminescence; efflux-impaired pdr1/pdr3 knockout yeast; score 100 = 6 SD above DMSO. calls only at 12 µM. 300,000 compounds, 0.02% hits. AID 1875, 2009;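 active = lowest replicate activity score at least 50, where 100 means six control SD above control mean; inconclusive = lowest score under 50 but half or more replicates reach 50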;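 also: yeast exposed to compound for 9 h at 30 °C; higher score means more reporter readthrough which indicates perturbed polyadenylation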
HSF-1 act – HSF-1 activators, primary screen, NIH3T3-HGL cells, MG132 stress, luminescence, single point; NIH3T3-HGL HSF-1 luciferase reporter, 8 h; 100% = twice DMSO control signal; activation, % at 9 µM; 300,000 compounds, 1.7% hits;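 active = mean replicate activation of at least 50% with a set share of replicates each reaching 50%; inconclusive = only one of those two conditions met; inactive = mean below 50% and too few replicates reaching it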;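 also: 0% = median of the neutral control wells and 100% = twice that signal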
HSF1 inhib – HSF1 inhibitors in luciferase reporter cells, primary screen, cell-based, NIH3T3, luminescence; NIH3T3-HGL HSE-luciferase, MG132-induced, luminescence 8 h; hits give low values; activity change, negative = inhibition, % at 7.5 µM (by protocol); 300,000 compounds, 0.77% hits; AID 2098, 2009;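 active = more than half of replicate wells show activity change below -50%, luminescence cut by over half; inconclusive = some wells, but at most half, below -50%; inactive = no replicate well below -50%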;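 also: luciferase reports HSF-1 transcriptional activity via heat shock element; 0% = median of DMSO wells and -100% = zero luminescence signal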
HDAC3 inh – HDAC3 deacetylase inhibitors, primary screen, biochemical, fluorescence, cell-free homogeneous | Histone deacetylase 3 (Homo sapiens), O15379 | recombinant HDAC3, fluorogenic peptide/trypsin coupled | inhibition, % at 8.3 µM | 320,000 compounds, 0.15% hits | AID 2718, 2010; in the data active = inhibition above about 26%, passing the limit was not always enough; inconclusive = no clear call, values can overlap the other calls
Target sequence (O15379 whole entry, looked up): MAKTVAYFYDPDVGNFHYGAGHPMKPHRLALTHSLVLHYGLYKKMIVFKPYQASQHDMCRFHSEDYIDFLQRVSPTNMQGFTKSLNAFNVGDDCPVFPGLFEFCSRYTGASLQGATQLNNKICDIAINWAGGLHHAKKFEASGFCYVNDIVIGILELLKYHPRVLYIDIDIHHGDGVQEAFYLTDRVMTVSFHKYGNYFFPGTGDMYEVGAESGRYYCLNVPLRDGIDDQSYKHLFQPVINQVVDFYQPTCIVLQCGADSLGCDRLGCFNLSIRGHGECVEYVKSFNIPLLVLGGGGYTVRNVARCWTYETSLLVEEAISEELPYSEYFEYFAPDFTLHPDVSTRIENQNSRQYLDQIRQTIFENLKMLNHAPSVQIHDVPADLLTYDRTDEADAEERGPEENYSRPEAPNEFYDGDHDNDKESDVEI
* hit, by the source's call; i = inactive; ? = inconclusive; . = no result given. The list is partial; rates above refer to the full screens.

entry	SMILES	GSK3B inh	GSK3 alpha inh	Dyrk1A ADPGlo	HSP90 inh	AI-2 QS mod	Platelet DG rel	PolyA inhibitor	HSF-1 act	HSF1 inhib	HDAC3 inh
1	COc1ccc(CC2(CO)CCN(S(=O)(=O)c3cccc4cccnc34)CC2)cc1	1	0	-3	2	1	.	i	8	-1	-1
2	CCC(C)N1C(=O)CCC1C(=O)N1CCN(c2ccc(F)cc2)CC1 (centres undefined)	3	-4	-2	0	24	4	i	0	-5	-2
3	Cc1cc(S(=O)(=O)NCC(C)C)ccc1OCC(=O)NC1CC1	2	-1	6	-5	24	2	i	16	-6	1
4	O=C(O)CC12CC3CC(C1)CC(n1ncc(NCc4ccccc4)c(Cl)c1=O)(C3)C2	2	.	-2	5	6	2	i	3	-5	0
5	Cc1cc(C#N)c2ccccc2n1	-1	-3	12	2	19	?	i	-13	-4	0
6	Cc1ccccc1C(=O)N/C(=C/c1ccc(-c2cccnc2Cl)o1)C(=O)NCCCN1CCN(C)CC1	-2	3	2	-2	-7	0	i	-2	-4	5
7	CCOc1cc(S(=O)(=O)NCc2ccccn2)ccc1Cl	3	2	2	2	6	0	i	25	8	2
8	c1ccc(-c2ccc(-c3nc(-c4cccnc4)no3)cc2)cc1	1	1	0	-5	13	23	i	40	5	-2
9	CC(=O)Nc1ccc(OCc2nnc(-c3ccc(Cl)cc3)o2)cc1	2	-2	-2	-1	9	0	i	65*	44	-1
10	COc1cc(NC(=O)CSc2nc3c(c(=O)n(C)c(=O)n3C)n2C)cc(OC)c1	-1	-1	-6	0	8	11	i	-1	-2	-2
11	CCC(=O)Nc1nc2nc(C)cc(=O)n2[nH]1	0	.	-4	2	23	4	i	-3	-14	-16
12	CCn1c(COc2ccccc2OC)nnc1SCC#N	3	0	-3	2	28	13	i	2	-5	-7
13	O=[N+]([O-])c1cccc(-c2noc(-c3ccco3)n2)c1	-1	-3	-15	2	-10	1	i	24	18	-4
14	COc1cc(/C(C#N)=C/c2cccc3ccccc23)c([N+](=O)[O-])cc1OC	1	-4	-1	4	5	-3	i	-3	-6	-3
15	CCOc1ccccc1NC(=O)C(CC)Sc1nc2ccncc2[nH]1 (centres undefined)	1	-13	.	-1	-26	-18	i	-8	-4	1
16	O=C(Nc1ccc(Cl)cc1)OCc1ccccn1	-2	-10	7	-4	-14	-2	i	57*	42	0
17	COc1ccc(NC(=O)C(=O)NCCC2CCCCN2S(=O)(=O)c2ccccc2)cc1 (centres undefined)	-1	-1	1	.	20	-14	i	-18	-11	1
18	CCCS(=O)(=O)N1CCC(C(=O)NCc2ccc3c(c2)OCO3)CC1	-1	0	-8	2	19	-2	i	15	-3	0
19	COc1cc(CN2CCN(C(=O)c3ccc(-c4ccccc4)cc3)CC2)cc(OC)c1OC	1	-1	-1	-1	9	18	i	-13	-2	3
20	O=C(N/N=C/c1ccc(Cl)cc1)c1nc2ccc([N+](=O)[O-])cc2c(=O)[nH]1	0	0	-1	0	35	5	i	7	5	-3
21	COc1ccc(NC(=O)c2ccc(-n3cncn3)c([N+](=O)[O-])c2)cc1	-5	0	-4	-3	27	-2	i	0	0	1
22	O=C(N/N=C/c1cccc(O)c1)C(=O)N1CCCCCC1	-2	0	1	-2	-2	0	i	-2	-1	-1
23	CCN(CC)CCNc1nc(-c2ccco2)c2c(c1C#N)CC(C)(C)OC2	0	0	0	-1	19	-9	.	.	.	-15
24	O=C(COC(=O)c1ccc(Cl)c(S(=O)(=O)N2CCN(c3ccc(F)cc3)CC2)c1)Nc1cccc(Cl)c1	1	.	-2	-5	12	-14	i	2	4	.
25	COc1cc(OC)cc(C(=O)NCc2nc(-c3ccccc3)no2)c1	4	-1	-9	-2	19	-3	i	-6	2	-2
26	Cc1ncc([N+](=O)[O-])n1CC(=O)Nc1ccc(F)c(Cl)c1	1	0	.	6	0	16	i	48	8	0
27	COc1ccc2c(CC(=O)OCC(=O)Nc3ccc(S(N)(=O)=O)cc3)coc2c1	-4	-1	-2	-1	20	-3	i	12	14	-5
28	CCOc1ccccc1N1CC(C(=O)NNC(=O)c2ccc(F)cc2)CC1=O (centres undefined)	-1	0	-2	.	19	-2	i	-2	-3	-9
29	O=C(O)c1ccccc1C(=O)NCC(O)COCC1CC=CCC1 (centres undefined)	4	-4	2	0	16	5	i	.	.	-2
30	C=CCn1c(=N)n(CC(=O)c2ccc(Br)s2)c2ccccc21	1	-5	3	4	36	-1	i	6	0	1
31	COc1ccccc1-c1nnc(NC(=O)c2ccc3c(c2)OCO3)s1	-1	-2	-2	-1	34	0	i	.	.	4
32	O=C(Nc1nccs1)c1ccc(Cl)c([N+](=O)[O-])c1	1	1	7	-2	32	5	i	6	-1	3
33	O=C(NC(=S)N1CCCCC1)c1cccs1	-1	2	-1	-1	11	0	i	-56	?	2
34	Cc1ccc(OCc2cc(C(=O)NC(C)Cc3cccc(C)n3)no2)cn1 (centres undefined)	.	-1	7	-2	29	1	i	15	7	4
35	CCN(CC)S(=O)(=O)c1ccc(F)c(C(=O)NCCC(C)C)c1	0	1	2	0	21	7	i	8	1	-8
36	CC(NC(=O)CNC(=O)c1ccco1)c1ccc(S(N)(=O)=O)cc1 (centres undefined)	-5	-4	0	-2	15	-11	i	6	-7	-7
37	Nc1nsc2ccccc12	-1	-5	3	0	30	16	i	-3	1	-4
38	CCCCCCCCCCCCCCCC[N+](C)(C)CC	1	26	5	.	-39	0	i	-6	-10	15
39	CNC(=O)c1c(NC(=O)c2ccc(N3C(=O)CCC3=O)cc2)sc2c1CCCC2	4	-1	1	4	41	1	i	-5	-3	3
40	CC1CCN(CCCN2C(=O)C3C(C(=O)Nc4ccc(Cl)cc4)C4C=CC3(O4)C2C(=O)NC2CCCCC2)CC1 (centres undefined)	.	-1	-6	-4	.	6	i	-3	-9	-1
41	COc1cc(C2c3[nH]c4ccccc4c3C[C@H]3C(=O)N(C4CC4)CC(=O)N23)ccc1OC(C)C (some centres undefined)	-2	-3	-2	0	48	10	i	-4	-7	-2
42	Cc1cccc(NC(=O)c2cc(-c3ccc(C)c(C)c3O)n[nH]2)c1	-3	1	3	0	37	-4	i	37	17	9
43	Cc1cc(C)n2nc(S(=O)(=O)NC3CCCCC3)nc2n1	-2	6	7	-2	24	0	i	6	-1	7
44	C=CCOc1ccc(/C=C(\C#N)C(=O)Nc2ccccn2)cc1	0	0	0	-1	29	3	i	14	5	4
45	Cc1ccc(C)c(N2N=C(C(=O)NCCN3C(=O)S/C(=C\c4cccnc4)C3=O)CCC2=O)c1	-1	-2	-2	.	22	2	i	-1	6	2
46	CCOC(=O)Cn1nnnc1C(CC)N(Cc1ccccc1)Cc1cc2cc(C)ccc2[nH]c1=O (centres undefined)	1	0	1	-1	21	6	i	18	7	8
47	Cc1nc(NC(=O)c2cccc(Cl)c2)sc1-c1csc(Nc2cccc(Cl)c2)n1	0	0	.	67*	31	3	i	-3	-4	-1
48	Cn1cc(C(=O)C(=O)NCCc2ccccc2)c2ccccc21	4	8	-3	2	4	1	i	25	5	-2
49	Cc1cc(C(=O)COC(=O)CNC(=O)c2ccc(F)cc2)c(C)n1Cc1ccco1	1	1	0	11	-20	1	i	-64	-54*	9
50	COc1ccc(CCN2CC(O)=C(c3nc4ccccc4c(=O)[nH]3)C2=N)cc1OC	2	.	-2	-3	29	10	i	-2	-4	7
51	CC1=C(C)C(=O)OC(C(C)C2CCC3C4CC=C5CC(OC6OC(COC7OC(CO)C(O)C(O)C7O)C(O)C(O)C6O)CC(O)C5(C)C4CCC23C)C1 (centres undefined)	0	0	4	-1	3	4	i	-7	-5	2
52	COc1ccc(NC(=O)CCCCCN2C(=O)c3cccc([N+](=O)[O-])c3C2=O)c(OC)c1	2	1	.	0	4	-10	i	24	-2	-7
53	C=CCN1C2CCCC1CC(NC(=O)Nc1cccc(C(C)=O)c1)C2 (centres undefined)	0	-2	5	-4	0	3	i	2	-1	-8
54	CCCCCCNC(=O)c1c(O)c2ccccc2[nH]c1=O	7	-3	-1	-2	8	-1	i	8	4	0
55	O=C(Nc1cc(C(F)(F)F)ccc1Cl)c1cccnc1	.	-3	1	-1	.	4	i	-15	-12	-7
56	Cc1cc(C(=O)Nc2cccc(C(=O)O)c2)c(C)o1	0	-2	-103	5	17	6	i	7	4	13
57	O=C(COc1ccccc1[N+](=O)[O-])N/N=C/c1cccc(OC(=O)c2ccc3c(c2)OCO3)c1	1	-2	8	6	13	0	i	?	28	12
58	COc1cc(C(=O)NCC(=O)NCCN2C(=O)S/C(=C\c3ccccc3Cl)C2=O)cc(OC)c1OC	-1	-1	8	.	34	.	i	2	14	3
59	Cc1ccc(/C=C2\SC(=S)N(CC(=O)Nc3ncc(Cc4ccccc4Cl)s3)C2=O)cc1	3	0	.	0	8	6	i	3	2	-1
60	Cc1ccc(N2C(=O)CS(=O)(=O)CC2=O)cc1	-5	0	-1	-2	4	-2	i	-10	5	-9

More results.
entry	SMILES	GSK3B inh	GSK3 alpha inh	Dyrk1A ADPGlo	HSP90 inh	AI-2 QS mod	Platelet DG rel	PolyA inhibitor	HSF-1 act	HSF1 inhib	HDAC3 inh
61	COc1ccc(C(=O)N2CCCC2)cc1S(=O)(=O)N1CCOCC1	-3	-5	-2	0	10	6	i	-13	-2	-4
62	O=C(CCCN1C(=O)/C(=C/c2cccs2)SC1=S)Nc1cccnc1	0	-3	0	0	11	5	i	6	-1	-5
63	CCOC(=O)N1CCN(C(=O)c2ccccc2NC(C)=O)CC1	1	-6	1	-1	25	1	.	10	5	?
64	Cc1ccc2cc(C#N)c(NCCNC(=S)NCCCN3CCOCC3)nc2c1	-4	10	-3	0	9	14	i	-10	-2	-18
65	COc1ccccc1-n1cnc2c(c1=O)c1nc3ccccc3nc1n2-c1ccc(C)c(C)c1	1	.	0	-1	8	1	i	10	0	.
66	CC1Oc2ccccc2N(Cc2ccc(F)cc2)C1=O (centres undefined)	4	0	-3	4	-8	6	i	9	2	10
